Bioassay records as filed in PubChem BioAssay.
USP30 block – inhibitors of human USP30 deubiquitinase. Q70CQ3. purified USP30, Ub-rhodamine cleavage fluorescence. 47,000 tested, 5.3% active. inhibition, % at 25 µM. AID 1645860
OTUD3 block – human OTUD3 deubiquitinase inhibition; Q5T2D3; purified OTUD3, Ub-rhodamine fluorescence, 2 h; inhibition, % at 25 µM; 47,000 tested, 0.7% active; AID 1645858
UCHL1 inh – human UCHL1 deubiquitinase inhibition; purified UCHL1, Ub-rhodamine cleavage fluorescence; inhibition, % at 20 µM; 47,000 tested, 0.2% active; P09936; AID 1645859
USP28 block – inhibitors of human USP28 deubiquitinase. Q96RU2. purified USP28, Ub-rhodamine cleavage fluorescence, 30 min. inhibition, % at 25 µM. 47,000 tested, 3% active. AID 1645857
USP17 block – human USP17-like deubiquitinase inhibition; A8MUK1; purified USP17, Ub-rhodamine cleavage fluorescence, 3 h; 47,000 tested, 6.5% active; inhibition, % at 50 µM
USP7 block – inhibitors of human USP7 deubiquitinase | Q93009 | inhibition, % at 20 µM | purified USP7, Ub-rhodamine cleavage fluorescence | 47,000 tested, 0.3% active | AID 1645854
USP10 inh – blocks human USP10 ubiquitin-rhodamine cleavage. Q14694. purified USP10, Ub-rhodamine fluorescence, 60 min. inhibition, % at 20 µM. 47,000 tested, 1.1% active. AID 1645856
USP8 inh – human USP8 deubiquitinase inhibition. P40818. purified USP8, Ub-rhodamine cleavage fluorescence, 30 min. inhibition, % at 20 µM. 47,000 tested, 4.2% active. AID 1645853
Target sequence (P40818 whole entry, looked up): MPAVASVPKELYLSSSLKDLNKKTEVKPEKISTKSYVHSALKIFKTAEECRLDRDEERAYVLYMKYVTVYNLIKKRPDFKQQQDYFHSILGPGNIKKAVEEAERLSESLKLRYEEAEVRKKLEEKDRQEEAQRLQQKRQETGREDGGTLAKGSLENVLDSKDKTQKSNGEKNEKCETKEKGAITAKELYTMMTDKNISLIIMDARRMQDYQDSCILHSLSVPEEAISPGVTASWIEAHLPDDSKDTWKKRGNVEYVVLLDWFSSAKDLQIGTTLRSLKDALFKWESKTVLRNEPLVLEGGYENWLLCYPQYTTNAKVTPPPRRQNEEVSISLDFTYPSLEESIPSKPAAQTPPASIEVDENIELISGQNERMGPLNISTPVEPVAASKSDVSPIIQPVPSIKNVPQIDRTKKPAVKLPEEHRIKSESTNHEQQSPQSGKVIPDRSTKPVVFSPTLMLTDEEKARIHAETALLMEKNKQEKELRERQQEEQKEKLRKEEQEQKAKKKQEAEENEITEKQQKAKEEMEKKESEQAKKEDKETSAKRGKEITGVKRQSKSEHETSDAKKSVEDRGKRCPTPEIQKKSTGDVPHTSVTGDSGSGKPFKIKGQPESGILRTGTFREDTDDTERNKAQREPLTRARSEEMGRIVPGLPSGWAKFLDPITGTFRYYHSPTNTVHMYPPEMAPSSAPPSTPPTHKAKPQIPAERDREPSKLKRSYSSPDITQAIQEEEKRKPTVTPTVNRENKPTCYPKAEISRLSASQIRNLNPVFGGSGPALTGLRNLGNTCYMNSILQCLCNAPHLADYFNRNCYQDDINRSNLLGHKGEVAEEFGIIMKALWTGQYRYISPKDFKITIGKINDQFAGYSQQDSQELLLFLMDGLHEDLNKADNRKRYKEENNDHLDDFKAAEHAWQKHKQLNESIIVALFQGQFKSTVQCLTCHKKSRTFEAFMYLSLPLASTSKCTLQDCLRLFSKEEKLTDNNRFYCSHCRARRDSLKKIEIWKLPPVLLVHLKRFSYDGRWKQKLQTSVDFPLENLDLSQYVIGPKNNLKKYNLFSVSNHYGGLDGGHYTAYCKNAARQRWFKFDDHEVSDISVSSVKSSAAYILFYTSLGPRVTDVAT
An asterisk follows results filed as active; i = inactive; . = no result given. Cut-off read from the data, not from the text of the source: active = inhibition above about 30%; inactive = the rest. No enrichment for hits. Share with any hit: about 14%.

entry	USP17 block	UCHL1 inh	USP28 block	OTUD3 block	USP7 block	USP8 inh	USP30 block	SMILES	USP10 inh
1	0	3	6	5	4	-19	13	CCCN1C(SCC(=O)Nc2ccccc2CC)=NS(=O)(=O)c2ccccc21	-1
2	-9	2	-9	4	8	-82	-11	COC(=O)c1ccc(CSc2nc3c(-c4ccccc4)cn(C)c3c(=O)n2C(C)C)o1	-6
3	-6	-1	16	7	1	-56	12	CC(C)Oc1ccc(C(=O)Nc2nnc3n2CCCS3)cc1	2
4	18	4	4	11	6	0	21	O=C(Nc1nnc(-c2ccccc2Br)s1)C12CC3CC(CC(C3)C1)C2	1
5	-2	0	-5	-3	8	0	0	O=S(=O)(c1ccc(Cl)cc1)N1CCc2sccc2C1c1ccc(Cl)cc1 (stereo not drawn)	8
6	42*	-4	-12	-7	1	4	0	CCOC(=O)c1[nH]c2c(c1Cc1ccccc1)C(=O)CC(C)(C)C2	1
7	-5	-3	-14	-6	-2	-85	-20	Cc1ccc(Cn2c(=O)c(N3CCC(NC(=O)NC(C)C)CC3)nc3cccnc32)cc1	-6
8	-11	-2	-5	-9	-7	-8	-12	Cc1cc(C)cc(NC(=O)CCCN2C(=O)c3cccnc3Sc3ccccc32)c1	-1
9	19	1	50*	1	6	3	30*	O=C(Cc1cccc2ccccc12)Nc1ccc2c(c1)NC(=O)CO2	13
10	-20	-1	-44	-50	2	-12	8	COc1ccc2oc(=O)c(C(=O)N3CCN(c4ccc(C)c(C)c4)CC3)cc2c1	-4
11	-10	-2	-16	-1	-2	-8	-9	CNc1nccnc1C1CN(S(=O)(=O)c2ccccc2C)CCO1 (stereo not drawn)	-1
12	-21	-4	-12	0	-23	3	4	O=C(NCC(O)c1ccc([N+](=O)[O-])cc1)C1=COCCO1 (stereo not drawn)	-1
13	7	-1	-17	3	-13	4	13	O=C(Nc1ccccc1)N1CCC(CCOc2ccccc2)CC1	3
14	-7	0	-7	-13	-38	-19	0	CCCc1cc(C(=O)NCCc2ccc(F)cc2)cs1	1
15	-30	-8	-105	-95	-20	35*	-344	O=C(NCc1ccc(F)cc1)N1CCC(Nc2cccnc2)C1 (stereo not drawn)	-6
16	-12	1	4	-9	-1	7	-7	Cc1cc(C)cc(NS(=O)(=O)c2cc3c4c(c2)CC(=O)N4CCC3)c1	1
17	4	-1	-2	5	-36	3	-6	Cc1c(C)n(-c2ccc(Cl)cc2)c2ncn(CC(=O)N3CCOCC3)c(=O)c12	-2
18	-19	-1	.	-4	2	-6	.	Cc1cc2n(n1)CCCN2C(=O)CCC(=O)NCCC(C)C	-2
19	0	2	-1	6	1	0	7	Cc1ccc2ncc(S(=O)(=O)c3ccccc3)c(N3CCN(C)CC3)c2c1	-2
20	23	-2	-1	0	1	2	26	CCc1nnc(-c2ccc(=O)n(CC(=O)Nc3ccc(C)c(C)c3)c2)o1	8
21	1	2	1	-1	-3	-17	-2	Cc1ccc2c(c1)N(C(=O)Cn1cccc(S(=O)(=O)N3CCCC3)c1=O)CCO2	-4
22	12	2	12	5	-2	13	23	CC1=C(c2ccc(Cl)cc2)S(=O)(=O)N=C1N1CCCN(C(=O)C2CCC2)CC1	0
23	-5	-4	5	6	2	-6	13	Cc1cccc(C(=O)N2C[C@@H]3OCC(=O)N(C4CCOCC4)[C@H]3C2)n1	-4
24	1	2	-7	-17	1	-13	-29	COc1cc(C(=O)Nc2cccc(S(=O)(=O)N(C)c3ccccc3)c2)ccc1OCC(=O)N1CCOCC1	-3
25	.	2	4	7	4	-2	0	O=C(Nc1cc(F)ccc1F)N1CCN(c2cc(-c3ccncc3)[nH]n2)CC1	1
26	-154	-7	-145	-176	0	-277	i	Clc1ccc2c(c1)nc1n2CCN(CCc2ccccc2)C1	-2
27	-12	-4	-5	-6	-2	-35	-13	COc1cccc(NC(=O)Nc2nnc3ccccn23)c1	3
28	-2	-2	-6	0	3	-1	-10	Cc1[nH]c(C(=O)N2CCC(CC(=O)NCCN3CCCCC3)CC2)c(C)c1C	-6
29	-51	-153	-95	-49	-99	-61	-338	CC(=O)N1Cc2cccc3cccc(c23)C1	-2
30	13	-1	5	12	4	20	25	O=C(NC1CCOCC1)N1CC[C@@H]2CN(C(=O)c3ccccc3)[C@@H]2C1	1
31	-6	-2	-4	-9	0	-11	-35	CCOc1ccc(CCNC(=O)CCNS(=O)(=O)c2ccc3c(c2)CCN3C(C)=O)cc1OCC	3
32	-14	0	5	-7	-2	-1	-4	COc1ccc(-c2nnn(CC(=O)N(c3ccc(C4CCCCC4)cc3)C(C(=O)NC(C)(C)C)c3ccc(F)cc3)n2)cc1OC (stereo not drawn)	-1
33	37*	-4	15	-6	2	-8	-126	O=C1COc2ccc(C(=O)Nc3cccc4ncccc34)cc2N1	-4
34	-9	-11	-26	-11	-1	-1	-56	CN(CC(=O)N1CCOCC1)C(=O)CN1C(=O)NC(C)(c2cc3ccccc3o2)C1=O (stereo not drawn)	-4
35	-1	-7	-29	-23	-7	-5	-95	COCCNC(=O)C1(C)Cn2nc(-c3ccco3)cc2C(=O)N1c1ccc(C)cc1 (stereo not drawn)	-2
36	2	-1	-5	-5	1	-6	-2	CC(C)C(=O)Nc1ccc2c(c1)nc(CCN1CCN(c3ccccn3)CC1)n2C	0
37	-2	-3	-8	-5	-2	-6	-8	CNC(=O)CN(C)c1ncnc2scc(-c3ccc(F)cc3)c12	-6
38	15	5	5	2	13	9	17	CSc1ccccc1NC(=O)COc1cc2ccccc2cc1C(=O)NCc1ccccc1	13
39	-7	-7	-10	-7	-4	3	-20	Cc1ccc2c(c1)c(N1CCCC1=O)c(C(=O)NCCN1CCOCC1)n2C	-2
40	13	6	17	19	10	18	20	CC(CCc1ccccc1)NC(=O)c1nc(-c2ccc(F)cc2)no1 (stereo not drawn)	9
41	-3	2	-1	0	-4	-25	-26	Cc1cc(C(=O)N[C@H]2[C@H](O)[C@H](O)C[C@@H]2c2ccc(C(F)(F)F)nc2)c(C)o1	-5
42	-15	0	-10	-7	0	-1	-17	CN1CC(=O)N2C(c3ccccc3)c3[nH]c4ccccc4c3C[C@@H]2C1=O (stereo partly drawn)	-4
43	36*	11	70*	38*	26	47*	67*	CC(=O)N1CCc2cc(S(=O)(=O)NC(Cc3ccccc3)C(=O)Nc3cccc(Cl)c3C)ccc21 (stereo not drawn)	55*
44	-37	-5	-22	-23	-21	-13	-141	N#Cc1ccc(-c2ccc(S(=O)(=O)C3CCN(Cc4cccc(C(F)(F)F)c4)CC3)cc2)cc1	-4
45	-2	1	-3	-1	1	1	-6	COc1ccc(CCNS(=O)(=O)c2ccc(N3C(=O)CCS3(=O)=O)cc2C)cc1	5
46	16	1	3	3	3	11	11	O=C(CCc1nnc2n(CCc3ccccc3)c(=O)c3ccccc3n12)NCC1CCCO1 (stereo not drawn)	1
47	-4	0	-6	-4	-23	-109	-16	CN(C(=O)C1(c2ccc(Cl)cc2)CC1)c1nc2c(s1)CCc1occc1-2	2
48	3	4	7	1	0	16	24	Clc1ccc(-c2csc3ncnc(NC4CC4)c23)cc1	0
49	-22	0	0	5	4	-132	-5	COc1ccc(C(O)=C2C(=O)C(=O)N(CCN3CCOCC3)C2c2cccc(O)c2)cc1 (stereo not drawn)	-1
50	-2	-3	0	-1	1	-2	-1	Cc1ccc(CNS(=O)(=O)c2cc3n(c2)CCCN(C)C3=O)cc1	-6
51	0	-2	-1	4	2	-16	-6	CN(C)C(=O)N1CCC(c2nnc3ccc(C(=O)NCc4ccccc4)cn23)C1 (stereo not drawn)	-4
52	.	-2	0	-1	0	-12	-21	O=C(NC1CC1)c1ccc(-c2ccccc2F)o1	-2
53	53*	9	31*	33*	27	87*	82*	O=C(Cn1c(=O)c2ccccc2c2ccccc21)Nc1ccc2c(c1)OCO2	42*
54	-6	0	-6	-6	-6	0	-11	CC1=NS(=O)(=O)c2cccnc2N1c1ccc(C(C)C)cc1	-1
55	3	4	5	1	6	11	27	O=C(CO)c1ccc(O)cc1	8
56	10	0	0	10	3	-59	5	Cc1ccc(CNC(=O)C2CCc3nc(N4CCOCC4)ncc3C2)cc1 (stereo not drawn)	0
57	-170	-13	-220	-208	-16	-211	i	N#C/C(=C\c1sc(N2CCOCC2)nc1-c1ccccc1)c1nnc2n1CCCCC2	-4
58	6	2	6	8	2	-2	13	COc1ccc(C2CC(c3ccccc3)n3ncnc3N2C(=O)C2CC2)cc1 (stereo not drawn)	1
59	4	-2	3	5	1	2	5	CC(=O)Nc1cccc(N2CC(C(=O)NCc3ccc(C)cc3)CC2=O)c1 (stereo not drawn)	-2
60	2	2	7	5	2	-10	8	Cc1cn2c(=O)cc(COC(=O)c3ccccc3Cl)nc2s1	0

Going on with the list:
entry	USP17 block	UCHL1 inh	USP28 block	OTUD3 block	USP7 block	USP8 inh	USP30 block	SMILES	USP10 inh
61	-5	0	-6	-13	-1	-21	-3	CCc1nnc(-c2nnc(N3CCN(C)CC3)c3ccccc23)o1	-2
62	0	-1	-49	-29	3	2	0	O=C(CSc1nnc2n1CCCCC2)Nc1ccc(N2CCOCC2)cc1	-4
63	-13	0	-4	-3	5	7	-9	O=C(Cn1c(=O)n(-c2ccc(F)cc2)c(=O)c2oc3ccccc3c21)NC1CCCC1	13
64	82*	16	37*	13	-13	68*	-16	COc1cc(OC)c2c(c1)C(=O)C1=C(COC(C)(O)C1)C2=O (stereo not drawn)	0
65	16	1	17	15	9	21	34*	Cc1ccc(N2CCCn3c2nc2c3c(=O)n(CCN3CCOCC3)c(=O)n2C)cc1	3
66	11	0	3	4	1	-20	34*	CC(C)(C)c1ccc(N(CC(N)=O)S(C)(=O)=O)cc1	-1
67	-4	-1	-2	-6	-1	-2	1	O=C(NCc1ccccn1)c1cn2cc(Cl)ccc2n1	-4
68	11	-1	9	-2	0	-81	44*	O=C(CCc1cccnc1)N1CCCC2(CCCN2Cc2cccc(F)c2)C1 (stereo not drawn)	-3
69	3	1	7	4	5	2	12	Cc1nc(N2CCCCC2)ncc1-c1cc(=O)[nH]c(N2CCC(Cc3ccccc3)CC2)n1	2
70	70*	0	3	7	3	-4	10	O=C(c1cc(-c2ccc(Cl)cc2)n[nH]1)N1CCN(C(=O)c2ccco2)CC1	3
71	-2	2	4	10	0	2	19	COc1ccc(-c2cc(C(F)F)n3ncc(C(=O)N(C)Cc4cnn(C)c4)c3n2)cc1	0
72	15	-7	-20	-9	-2	26	-45	Cc1cc(N2CCN(c3ncccn3)CC2)nc2ccc(NC(=O)C(c3ccccc3)C3CCCC3)cc12 (stereo not drawn)	-4
73	-80	-58	-204	-82	-46	-48	-429	O=C(Nc1ccc(F)cc1)c1cn(-c2cc(N3CCCC3)ncn2)cn1	-6
74	3	4	-3	-5	5	-72	1	COc1ccc(S(=O)(=O)N2C[C@@H](c3ccccc3)[C@H](c3ccn[nH]3)C2)cc1	0
75	-36	-3	-14	-9	-7	-25	-71	Cc1noc([C@@H]2C[C@H]3CN(Cc4ccco4)C[C@H]3O2)n1	-6
76	15	2	16	18	6	-4	18	O=C(c1cccc2cccnc12)N1CCCn2nnc(COCC3CC3)c2C1	2
77	-18	-3	-6	-1	0	0	-3	O=C(CCN1C(=O)c2ccccc2S1(=O)=O)Nc1ccccc1C(=O)O	1
78	.	0	3	7	5	-96	17	CC(C)C[C@H](NC(=O)C1CCC(CNC(=O)Cn2c(=O)[nH]c3ccccc3c2=O)CC1)C(=O)O (stereo partly drawn)	1
79	-63	-2	-5	0	0	-2	-4	CCOc1ccc2nc(C(=O)N3CCN(CC(C)C)CC3)cn2n1	-1
80	-27	-1	-8	-6	-4	-145	-60	Cc1ccc(NC(=O)CCc2nc(CSc3nnc(-c4ccco4)o3)no2)c(C)c1	-1
81	0	1	8	6	0	6	8	O=C(CSc1ncc(CO)n1CC(=O)NC1CC1)Nc1ccc(Br)cc1	2

Copied from above: compounds 72–81
entry	USP17 block	UCHL1 inh	USP28 block	OTUD3 block	USP7 block	USP8 inh	USP30 block	SMILES	USP10 inh
72	15	-7	-20	-9	-2	26	-45	Cc1cc(N2CCN(c3ncccn3)CC2)nc2ccc(NC(=O)C(c3ccccc3)C3CCCC3)cc12 (stereo not drawn)	-4
73	-80	-58	-204	-82	-46	-48	-429	O=C(Nc1ccc(F)cc1)c1cn(-c2cc(N3CCCC3)ncn2)cn1	-6
74	3	4	-3	-5	5	-72	1	COc1ccc(S(=O)(=O)N2C[C@@H](c3ccccc3)[C@H](c3ccn[nH]3)C2)cc1	0
75	-36	-3	-14	-9	-7	-25	-71	Cc1noc([C@@H]2C[C@H]3CN(Cc4ccco4)C[C@H]3O2)n1	-6
76	15	2	16	18	6	-4	18	O=C(c1cccc2cccnc12)N1CCCn2nnc(COCC3CC3)c2C1	2
77	-18	-3	-6	-1	0	0	-3	O=C(CCN1C(=O)c2ccccc2S1(=O)=O)Nc1ccccc1C(=O)O	1
78	.	0	3	7	5	-96	17	CC(C)C[C@H](NC(=O)C1CCC(CNC(=O)Cn2c(=O)[nH]c3ccccc3c2=O)CC1)C(=O)O (stereo partly drawn)	1
79	-63	-2	-5	0	0	-2	-4	CCOc1ccc2nc(C(=O)N3CCN(CC(C)C)CC3)cn2n1	-1
80	-27	-1	-8	-6	-4	-145	-60	Cc1ccc(NC(=O)CCc2nc(CSc3nnc(-c4ccco4)o3)no2)c(C)c1	-1
81	0	1	8	6	0	6	8	O=C(CSc1ncc(CO)n1CC(=O)NC1CC1)Nc1ccc(Br)cc1	2
